QS inhibitor = S. aureus quorum sensing inhibition. inhibition, % at 2 µM. AID 527. S. aureus RN6390 RNAIII-GFP reporter, AIP-induced, flow cytometry 3 h. hit rate 0.3% among 24,000;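 active means share of bacteria positive for the green fluorescent reporter and its mean brightness both inhibited by 50% or more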;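 further: 0% = AIP-stimulated control and 100% = unstimulated bacteria without AIP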
QS inhibitor GFP MFI % = recorded beside QS inhibitor, whose call it bears; inhibition, %; measured here: inhibition of GFP MFI
An asterisk follows results filed as active. This is a subset, so the mix of outcomes need not match the whole.

SMILES	QS inhibitor	QS inhibitor GFP MFI %
O=C(O)c1cc(-c2ccco2)nc2ccc(Br)cc12	4	32
C=CCn1c(CCNC(=O)C(C)(C)C)nc2ccccc21	-1	3
COc1ccc(OC)c(NC(=O)CSc2ncccc2C(=O)O)c1	-1	4
CC(C)COC(=O)N(C)c1ccc(C(O)(C(F)(F)F)C(F)(F)F)cc1	2	16
Cc1cn([C@H]2C[C@H](N=[N+]=[N-])[C@@H](CO)O2)c(=O)[nH]c1=O	-2	-5
Cc1cc(N2C(=O)CC(N3CCN(c4ccc(C(=O)c5cccs5)cc4)CC3)C2=O)no1 (stereo unspecified)	-1	9
Cc1cc(Nc2cc(F)ccc2C)n2ncnc2n1	-7	-18
CCc1ccc(C2CC(c3ccccc3)n3ncnc3N2)cc1 (stereo unspecified)	-1	2
CC1(C)OC(=O)C(=CNc2cccc(O)c2)C(=O)O1	-8	-35
CCOC(=O)c1[nH]c2ccccc2c1NC(=O)C(C)(C)C	0	7

Whole records from above:
`O=C(O)c1cc(-c2ccco2)nc2ccc(Br)cc12` reads QS inhibitor = 4; QS inhibitor GFP MFI % = 32
`CCc1ccc(C2CC(c3ccccc3)n3ncnc3N2)cc1` (stereo unspecified) reads QS inhibitor = -1; QS inhibitor GFP MFI % = 2

The listing continues:
SMILES	QS inhibitor	QS inhibitor GFP MFI %
COc1ccc(Cc2nc3ccc(S(N)(=O)=O)cc3[nH]2)cc1OC	0	20
CCCn1c(SCC(=O)N2CCN(c3ccccc3)CC2)nc2ccccc2c1=O	0	-22
CCOC(=O)N1CCN(Cc2ccccc2F)CC1	0	2
O=C(Cn1c(=O)n(Cc2ccc3c(c2)OCO3)c(=O)c2ccccc21)N1CCCc2ccccc21	7	5
Cc1c(C(=O)Nc2ccc(F)cc2)oc2ccc(S(=O)(=O)N3CCCC3)cc12	-5	-24
COC(=O)c1[nH]c2ccc(F)cc2c1NS(=O)(=O)c1ccc(OC)cc1OC	-1	-9
CCOc1ccc(NS(=O)(=O)c2ccc3c(c2)CCN3C(=O)CCC(=O)O)cc1	10	29
CCc1nnc(NC(=O)C2CCN(c3nccc(C)n3)CC2)s1	0	-8
Cc1ccc(N2C(N)=NC(N)=NC23CCCC3)c(C)c1	-3	-12
COc1ccc(NC(=O)CCc2nc(-c3ccc(C)cc3)no2)cc1Cl	0	21

Quoted at random: four compounds from above
SMILES	QS inhibitor	QS inhibitor GFP MFI %
O=C(Cn1c(=O)n(Cc2ccc3c(c2)OCO3)c(=O)c2ccccc21)N1CCCc2ccccc21	7	5
COC(=O)c1[nH]c2ccc(F)cc2c1NS(=O)(=O)c1ccc(OC)cc1OC	-1	-9
COc1ccc(NC(=O)CCc2nc(-c3ccc(C)cc3)no2)cc1Cl	0	21
Cc1ccc(N2C(N)=NC(N)=NC23CCCC3)c(C)c1	-3	-12

The results go on:
SMILES	QS inhibitor	QS inhibitor GFP MFI %
CCc1nnc(NC(=O)CSc2nnc(-c3cc4ccccc4cc3O)n2CC)s1	0	3
Cc1c(C(=O)N2CCN(c3ccccc3)CC2)sc2ncnc(N3CCN(c4ccccc4)CC3)c12	-2	-2
Cc1ccc(N2CCN(S(=O)(=O)c3ccc(F)cc3)CC2)c(C)c1	-2	-24
CC(C)c1cc(C(=O)Nc2cccc(Cl)c2)no1	-2	1
CCOC(=O)c1ccc(N2CSC3=C(C#N)C(c4cccs4)CC(=O)N3C2)cc1 (stereo unspecified)	-2	0
COc1cccc(Nc2nc(=O)[nH]nc2C)c1	0	4
Cc1cccc(-c2nnc(SCC#N)n2-c2cccc(Cl)c2)c1	2	16
N#Cc1c(NC(=O)COC(=O)c2ccc(F)cc2)sc2c1CCC2	-1	0
O=C(OCC(=O)c1cccs1)C1=COCCO1	0	-8
COc1cc2cc(CN(CCN3CCCC3)C(=O)Nc3ccc(F)cc3)c(=O)[nH]c2cc1OC	-2	-4
COc1cc(C2C(C#N)=C(N)OC3=C2C(=O)CCC3)cc(OC)c1OC(=O)N1CCOCC1 (stereo unspecified)	-3	-10
O=C(NCc1ccccn1)C1CCN(S(=O)(=O)c2cnc[nH]2)CC1	2	6
O=C(Nc1nnc(SCC(=O)N2CCCCC2)s1)C1CCCCC1	-1	2
COc1ccc(-c2nnc3sc(-c4c(OC)cccc4OC)nn23)cc1	0	-9
CC(=O)Nc1ccc(S(=O)(=O)N2CCN(C(=O)CCC3CCCC3)CC2)cc1	0	2
COCCn1nnnc1CN(CCCN1CCOCC1)Cc1cc2c(C)ccc(C)c2[nH]c1=O	-4	-41
COc1ccc(C(CC(=O)O)NC(=O)COc2ccccc2OC)cc1OC (stereo unspecified)	-2	8
CCOc1ccc(Cn2c(SCCCCC#N)nc3c2c(=O)n(C)c(=O)n3C)cc1OCC	1	8
FC(F)(F)c1cc(-c2cccs2)nc(NCc2ccco2)n1	4	11
N#CCCN1CCN(S(=O)(=O)c2ccc(S(=O)(=O)NCc3ccccc3)cc2)CC1	1	8
CSc1nnc(Cn2c(=O)sc3ccccc32)n1-c1cccc(Cl)c1	7	6
O=C(c1ccccc1)N1CCN(CC2CC=CCC2)CC1 (stereo unspecified)	0	3
O=C(Nc1nccs1)C1CCN(S(=O)(=O)c2cccnc2)CC1	-2	7
O=C(c1cc2ccccc2cc1OCC(O)CN1CCCCC1)N1CCCCC1 (stereo unspecified)	0	6
COc1ccccc1N(CN1CCCC1=O)C(=O)c1ccccc1F	0	-11
Cc1ccccc1S(=O)(=O)Cc1ccc(C(=O)NCCCN2CCN(C)CC2)o1	2	7
COCCn1c(SCC(=O)Nc2cccc(OC)c2)nnc1-c1ccc(Cl)cc1	0	19
Cc1c(C(=O)N2CCN(c3ccc(F)cc3)CC2)sc2nc(-c3ccccc3)cn12	16	24
O=C(CN1CCN(c2ccc(F)cc2)CC1)Nc1cccc(C(F)(F)F)c1	1	11
Cc1cccc(Cn2c(=O)c3c(nc4n3CCN4Cc3ccco3)n(C)c2=O)c1	-3	-33
Cc1nn(C)c(C)c1S(=O)(=O)N(CC(=O)Nc1nccs1)c1ccc(C(C)C)cc1	0	-2
O=C(c1cnccn1)N(c1ccccc1)C1(C(=O)NC2CCCC2)CCCCC1	2	9
CCOc1cc2[nH]c(=O)n(CC3CCC(C(=O)NCCCOC)CC3)c(=O)c2cc1OCC (stereo unspecified)	-2	-6
Cc1ccccc1N1C(=O)c2ccccc2C1Nc1cccnc1 (stereo unspecified)	-3	-11
CC(=O)Nc1ccc(-c2nn[nH]n2)cc1Cl	0	7
Cc1cc(C)n2nc(SCC#N)nc2n1	2	20
O=C(C1CCCO1)N1CCc2ccccc21 (stereo unspecified)	-5	-7
CC1CCC(C(=O)NC(C(=O)NCCN2CCC(C)CC2)C(C)C)CC1 (stereo unspecified)	0	-6
COCCNC(=O)CS(=O)Cc1nc(-c2ccc(Cl)cc2)oc1C (stereo unspecified)	0	-3
CC(Oc1ccccc1Br)C(=O)N1CCc2ccccc21 (stereo unspecified)	-1	-10
COc1ccc(C(=O)Nc2cc3c(cc2C#N)OCO3)cc1S(=O)(=O)N1CCN(C)CC1	-2	-31
COC(=O)c1cn(C)c2ccc(S(=O)(=O)N3CCCC3)cc2c1=O	0	-5
C=CCc1ccccc1OCC(O)CN1CCN(c2ccccc2F)CC1 (stereo unspecified)	48	51
CCOc1cc2[nH]c(=O)n(CCC(=O)NCCc3ccc(OC)c(OC)c3)c(=O)c2cc1OCC	-2	17
Nc1c(S(=O)(=O)c2ccccc2)nnn1-c1ccccc1	-2	-10
CCCc1nnc2n1N=C(c1ccc(OC)c(OC)c1)CS2	0	24
Cc1ccc(NC(=O)c2cc(-c3ccc(C)o3)nc3ccccc23)nc1	0	6
O=C(O)CCC(=O)N1CCOc2ccc(Cl)cc21	0	7
CCOC(=O)c1nnn(-c2nonc2-n2cccc2)c1CN1CCCCC1	3	10
CCCCCn1c(N2CCN(Cc3ccccc3)CC2)nc2c1c(=O)[nH]c(=O)n2C	0	3
Additional entries follow:
SMILES	QS inhibitor	QS inhibitor GFP MFI %
O=C1CCc2cc(S(=O)(=O)NCCC(=O)NC3CCN(Cc4ccccc4)CC3)ccc2N1	-6	-32
COc1ccc(-n2c(Cc3cccn3C)nnc2SCC(=O)Nc2cccc(NC(C)=O)c2)cc1	7	19
O=C(CN1CCOc2ccccc21)N1CCN(c2cccc(Cl)c2)CC1	4	10
CC(=O)Nc1cc(-c2nn3c(C)nnc3s2)ccc1C	7	9
Cc1ccc(C2CC(c3cccc(Br)c3)Nc3nnnn32)cc1 (stereo unspecified)	-4	-22
Cc1nc2ccc(Br)cn2c1NC(C)(C)C	0	3
Cc1cc(C)c(S(=O)(=O)Nc2ccc(O)cc2)cc1C	2	7
Cc1cccc(CS(=O)(=O)Cc2ccc(C(=O)NCCN3CCCCC3C)o2)c1 (stereo unspecified)	8	15
N#CCSC1=Nc2ccccc2C2=NC(CCC(=O)N3CCN(c4ccccc4)CC3)C(=O)N12 (stereo unspecified)	-1	-7
COCC(=O)N(c1ccc(C(C)C)cc1)C1C=CS(=O)(=O)C1 (stereo unspecified)	0	-8
Cc1nnc(SCc2cnc(-c3ccccc3)o2)[nH]c1=O	0	1
CCCCNC(=O)c1ccc(N2CCOCC2)c(NS(=O)(=O)c2ccc(OC)cc2)c1	0	-3
Cc1ccc(-c2noc(CCC(=O)Nc3ccccc3N3CCN(C)CC3)n2)cc1	0	-3
COc1ccccc1N1CCN(C(CNC(=O)C2CCCCC2)c2cccnc2)CC1 (stereo unspecified)	-2	-39
CC(C)NC(=O)c1cnc(N2CCN(c3ccccn3)CC2)c2ccccc12	-2	-2
O=C(CC(C(=O)N1CCc2ccccc21)n1ccnc1)NCC1CCCO1 (stereo unspecified)	-3	-7
Cc1ccc(Cl)cc1N1CCN(C(=O)CN2C(=O)c3cccc4cccc2c34)CC1	-1	9
COc1ccc(N2C(=O)CC(N3CCCC4CCCCC43)C2=O)cc1 (stereo unspecified)	-1	4
C=CCNC(=O)c1cc(-c2ccccc2O)on1	-2	1
Cc1cccc(N(CC(N)=O)S(C)(=O)=O)c1C	1	12
Cc1ccc(-c2nn3c(C)nnc3s2)cc1NC(=O)c1ccco1	-2	-1
C[C@@H]1C[C@H](O)c2cc(Cl)ccc2N1	-6	-24
COCCCNC(=O)c1c(N)n(-c2cccc(S(N)(=O)=O)c2)c2nc3ccccc3nc12	0	18
COc1ccc(Br)cc1C1N2CC3(C)CN1CC(C)(C2)C3=O (stereo unspecified)	-4	-22
COc1ccccc1N(CC(=O)Nc1cccnc1)S(C)(=O)=O	-1	-3
O=C(NC1CC1)C1CC(=O)N(C2CCCCC2)C1 (stereo unspecified)	-3	-8
CCOc1ccc(S(=O)(=O)N2CCN(c3ccccc3OC)CC2)c2cccnc12	0	1
CCN1CCN(S(=O)(=O)c2ccc3[nH]c(=O)oc3c2)CC1	-6	-26
Cc1oc(-c2ccccc2F)nc1CN1CCC(C(=O)NC2CCCCCCC2)CC1	2	12
COC(=O)C1=C(C)OC(N)=C(C#N)C1c1cc(OC)ccc1OC (stereo unspecified)	0	15

Some of the entries so far, bar-delimited.
compound | QS inhibitor | QS inhibitor GFP MFI %
Cc1oc(-c2ccccc2F)nc1CN1CCC(C(=O)NC2CCCCCCC2)CC1 | 2 | 12
CCOc1ccc(S(=O)(=O)N2CCN(c3ccccc3OC)CC2)c2cccnc12 | 0 | 1
COCCCNC(=O)c1c(N)n(-c2cccc(S(N)(=O)=O)c2)c2nc3ccccc3nc12 | 0 | 18
COC(=O)C1=C(C)OC(N)=C(C#N)C1c1cc(OC)ccc1OC (stereo unspecified) | 0 | 15

(more compounds)
SMILES	QS inhibitor	QS inhibitor GFP MFI %
CCCc1cc(C(=O)NC2CCCC2)no1	-2	-64
Cc1ccc(S(=O)(=O)n2nc(OC(=O)C3CCCCC3)cc2N)cc1	1	6
Cc1ccc2nc(NC(=O)C(NS(=O)(=O)c3cccc4nsnc34)C(C)C)sc2c1 (stereo unspecified)	7	21
CCOC(=O)CCc1c(C)nc2c(c(C)nn2C(C)(C)C)c1C	2	11
CCOC(=O)C1=C(C)NC(C)=C(C(=O)OCC)C1c1cc(N)ccc1OC(F)F	0	-3
Cc1ccc(-c2nc3cc(N)ccc3o2)cc1	0	4
COCCn1c(C)c(C(=O)O)sc1=S	-1	-6
COc1ccc(OC)c2sc(N3CCN(c4ccccc4)CC3)nc12	24	38
CCOC(=O)c1cccc(NC(=O)CCc2nc(-c3ccccc3F)no2)c1	9	10
COc1ccc(OC)c(-c2nnc(SCC(=O)N3CCCc4ccccc43)o2)c1	5	19
CCCCc1nc2c(=O)[nH]c3ccccc3c2o1	1	5
CCCC1(C(=O)OCC)NC(c2ccc(N(C)C)cc2)C2C(=O)N(c3ccccc3)C(=O)C21 (stereo unspecified)	8	28
COc1ccc(C2C(C(=O)NCc3ccccn3)c3ccccc3C(=O)N2C)cc1OC (stereo unspecified)	-4	-8
O=C(CCNS(=O)(=O)c1ccc(Br)cc1)NCc1ccc2c(c1)OCO2	0	4
